LYPLA1 counter: counter-screen for PME1 inhibitors: inhibitors of human LYPLA1. O75608. recombinant LYPLA1, FP-Rh probe fluorescence polarization. inhibition, % at 5.9 µM. 320,000 compounds, 0.16% hits;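 active = inhibition above the mean of all tested compounds plus 3 SD, set per campaign, cut at about 14% in these data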;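 note: inhibitors block serine hydrolase probe labeling of LYPLA1 so polarization falls; 0% = enzyme with DMSO and 100% = wells lacking LYPLA1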
PREPL inh: inhibits the human prolyl oligopeptidase-like enzyme; inhibition, % at 5.96 µM; Q4J6C6; 320,000 compounds, 0.68% hits; recombinant PREPL, fluorescence polarization activity-based probe; in the data active = inhibition above about 43%;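 note: 0% = enzyme with DMSO and 100% = wells lacking enzyme; many of its hits are not listed in these tables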
Target sequence (Q4J6C6 whole entry, looked up): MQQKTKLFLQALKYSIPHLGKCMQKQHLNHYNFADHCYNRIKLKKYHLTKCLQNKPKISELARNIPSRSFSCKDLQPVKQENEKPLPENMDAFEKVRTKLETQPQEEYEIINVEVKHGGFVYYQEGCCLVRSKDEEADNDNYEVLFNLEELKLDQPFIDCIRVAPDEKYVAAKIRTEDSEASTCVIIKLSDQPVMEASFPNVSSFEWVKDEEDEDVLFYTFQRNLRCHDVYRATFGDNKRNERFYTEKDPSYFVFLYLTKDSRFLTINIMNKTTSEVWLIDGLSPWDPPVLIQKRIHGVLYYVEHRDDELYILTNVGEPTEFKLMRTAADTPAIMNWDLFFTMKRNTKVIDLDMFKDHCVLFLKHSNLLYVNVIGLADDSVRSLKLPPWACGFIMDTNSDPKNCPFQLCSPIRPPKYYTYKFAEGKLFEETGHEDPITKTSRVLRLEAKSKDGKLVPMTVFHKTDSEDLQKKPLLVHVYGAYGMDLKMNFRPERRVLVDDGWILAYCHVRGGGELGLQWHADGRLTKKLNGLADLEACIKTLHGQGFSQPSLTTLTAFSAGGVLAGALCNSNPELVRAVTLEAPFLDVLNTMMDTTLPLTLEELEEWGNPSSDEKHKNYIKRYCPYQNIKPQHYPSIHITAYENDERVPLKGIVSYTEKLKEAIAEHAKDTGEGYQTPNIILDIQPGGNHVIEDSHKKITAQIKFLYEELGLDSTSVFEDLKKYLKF
PAFAH1B2 inh: inhibitors of human PAFAH1B2 | P68402 | AID 492953 | inhibition, % at 3.39 µM | 340,000 compounds, 1.2% hits | recombinant PAFAH1B2, FP-rhodamine activity probe, fluorescence polarization;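 active = inhibition above the mean of all tested compounds plus 3 SD, cut at about 24% in these data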;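 note: 0% = enzyme with DMSO and 100% = wells lacking PAFAH1B2; many of its hits are not listed in these tables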
pPAFAH FP inh: inhibitors of human plasma PAF acetylhydrolase (pPAFAH) | AID 463082 | inhibition, % at 3.39 µM | 330,000 compounds, 1.5% hits | Q13093 | recombinant pPAFAH, FP-rhodamine probe fluorescence polarization;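 active = inhibition above the mean inhibition across the screen plus 3 SD, cut at about 25% in these data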;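 note: inhibitors block binding of the rhodamine activity-based probe so polarization drops; 0% = enzyme with DMSO and 100% = wells lacking pPAFAH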
GSTO1 inh: counter-screen for RBBP9 inhibitors: inhibitors of human GSTO1; P78417; recombinant GSTO1, activity-based probe fluorescence polarization; inhibition, % at 5.96 µM; 300,000 compounds, 1.1% hits;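 active = inhibition above the campaign mean inhibition plus 3 SD, cut at about 35% in these data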;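 note: 0% = GSTO1-1 with DMSO and 100% = wells lacking GSTO1-1 enzyme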
PAFAH1B3 FP inh: PAFAH1B3 (human) inhibition | 340,000 compounds, 0.28% hits | recombinant PAFAH1B3, FP-rhodamine probe, fluorescence polarization | Q15102 | inhibition, % at 3.39 µM;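 active = inhibition above the screen-wide average of all tested compounds plus 3 SD, cut at about 25% in these data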;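 note: 0% = enzyme with DMSO only and 100% = wells lacking PAFAH1B3 protein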
Target sequence (Q15102 whole entry, looked up): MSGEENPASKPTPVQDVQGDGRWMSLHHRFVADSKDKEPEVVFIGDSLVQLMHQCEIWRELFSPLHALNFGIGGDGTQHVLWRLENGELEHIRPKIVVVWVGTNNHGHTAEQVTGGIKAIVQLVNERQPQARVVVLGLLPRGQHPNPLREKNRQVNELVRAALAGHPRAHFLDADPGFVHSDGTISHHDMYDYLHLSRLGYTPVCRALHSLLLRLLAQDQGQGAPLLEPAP
LYPLA2 counter: counter-screen for PME1 inhibitors: inhibitors of human LYPLA2; O95372; recombinant LYPLA2, FP-Rh probe fluorescence polarization; inhibition, % at 5.9 µM; 320,000 compounds, 0.38% hits;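 active = inhibition above the screen-wide mean plus 3 SD, limit set per campaign, cut at about 26% in these data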;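 note: 0% = LYPLA2 with DMSO and 100% = wells lacking LYPLA2 enzyme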
PAFAH2 inh: inhibitors of human PAFAH2; inhibition, % at 3.39 µM; 340,000 compounds, 0.99% hits; recombinant PAFAH2, FP-rhodamine activity probe, fluorescence polarization; Q99487;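 active = inhibition above the mean over all tested compounds plus 3 SD, cut at about 30% in these data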;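 note: inhibitors block probe labeling of enzyme so polarization drops; 0% = enzyme with DMSO and 100% = wells lacking PAFAH2 protein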
PAD4 inh: inhibitors of human PAD4; Q9UM07; recombinant PAD4, RCA probe fluorescence polarization; inhibition, % at 6.36 µM; 330,000 compounds, 0.41% hits;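 active = percent inhibition above a cutoff equal to the mean of all tested compounds plus 3 SD, cut at about 15% in these data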;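 note: 0% = PAD4 with RCA probe and DMSO and 100% = probe without PAD4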
* = called active by the depositor. Only part of the results is shown, so the mix of outcomes need not match the whole.

Cc1ccc(S(=O)(=O)Nc2ccc(NC(=O)c3cccnc3)cc2)cc1 was read as LYPLA1 counter 0, PREPL inh -4, PAFAH1B2 inh 15, pPAFAH FP inh 6, GSTO1 inh -3, PAFAH1B3 FP inh 7, LYPLA2 counter -1, PAFAH2 inh -4 and PAD4 inh -3.
O=C(/C=N/O)NCCN1CCCCC1 was read as LYPLA1 counter -2, PREPL inh 2, PAFAH1B2 inh -2, pPAFAH FP inh 0, GSTO1 inh 5, PAFAH1B3 FP inh 4, LYPLA2 counter 2, PAFAH2 inh 7 and PAD4 inh -6.
For Cc1ccc(C(=O)NCC(=O)OCC(=O)c2ccccc2)s1 the results were LYPLA1 counter -1, PREPL inh 15, PAFAH1B2 inh -3, pPAFAH FP inh -4, PAFAH1B3 FP inh 8, LYPLA2 counter 1, PAFAH2 inh 0 and PAD4 inh 4.
O=C(NC1CCCC(C(F)(F)F)C1)c1ccc([N+](=O)[O-])o1 (centres undefined) was read as PREPL inh 11, PAFAH1B2 inh -2, pPAFAH FP inh 7, PAFAH1B3 FP inh 10, PAFAH2 inh 9 and PAD4 inh -10.
For Cc1c(CC(=O)NCC(=O)NCC(=O)O)c(=O)oc2cc3oc4c(c3cc12)CCCC4 the results were LYPLA1 counter -3, PREPL inh -14, PAFAH1B2 inh 7, pPAFAH FP inh 0, GSTO1 inh 6, PAFAH1B3 FP inh 11, LYPLA2 counter 5, PAFAH2 inh 8 and PAD4 inh -1.
For CCc1ccc(Nc2cnn(-c3nc4ccccc4s3)c(=O)c2Cl)cc1 the results were LYPLA1 counter -14, PREPL inh -19, PAFAH1B2 inh -6, pPAFAH FP inh -2, GSTO1 inh -16, PAFAH1B3 FP inh -5, LYPLA2 counter -5, PAFAH2 inh -33 and PAD4 inh 4.
Screening O=C(Nc1ccc(F)cc1)Nc1cc(S(=O)(=O)N2CCOCC2)ccc1N1CCCC1 returned LYPLA1 counter 2, PREPL inh 6, PAFAH1B2 inh 1, pPAFAH FP inh 3, GSTO1 inh 8, PAFAH1B3 FP inh 12, LYPLA2 counter 8, PAFAH2 inh 4 and PAD4 inh 1.
For CCC1CCCCN1C(=O)c1ccc(OC2CCN(C(=O)COC)CC2)cc1 (centres undefined) the results were LYPLA1 counter 2, PREPL inh 5, PAFAH1B2 inh -2, pPAFAH FP inh -1, GSTO1 inh 4, PAFAH1B3 FP inh 3, LYPLA2 counter 2, PAFAH2 inh 9 and PAD4 inh -2.
O=C(CNC1CCCC1)Nc1cc(Cl)ccc1[N+](=O)[O-] was read as LYPLA1 counter 3, PREPL inh 9, PAFAH1B2 inh 0, pPAFAH FP inh 11, GSTO1 inh 0, PAFAH1B3 FP inh -2, LYPLA2 counter 3, PAFAH2 inh 4 and PAD4 inh -4.
Screening Cc1cc(C)c2c(c1)/C(=N/NS(=O)(=O)c1ccc(Br)cc1)CCC2 returned LYPLA1 counter -2, PREPL inh 1, PAFAH1B2 inh 15, pPAFAH FP inh 5, GSTO1 inh 6, PAFAH1B3 FP inh -1, LYPLA2 counter -1, PAFAH2 inh -3 and PAD4 inh -1.
`CCSc1nnc(-c2cnn(-c3ccccc3)c2-n2cccc2)n1C` gave LYPLA1 counter 0, PREPL inh -9, PAFAH1B2 inh 6, pPAFAH FP inh -2, GSTO1 inh 6, PAFAH1B3 FP inh 14, LYPLA2 counter 7, PAFAH2 inh -2 and PAD4 inh -2.
Screening O=C(CN1C(=O)/C(=C/c2ccccc2F)Oc2ccccc21)N1CCN(c2ccccn2)CC1 returned LYPLA1 counter -4, PREPL inh 10, PAFAH1B2 inh 0, pPAFAH FP inh -1, GSTO1 inh 1, PAFAH1B3 FP inh -5, LYPLA2 counter -3, PAFAH2 inh 3 and PAD4 inh 1.
Screening S=c1nc(-c2ccc(Br)cc2)oc2c1CCCC2 returned LYPLA1 counter -2, PREPL inh 0, PAFAH1B2 inh 5, pPAFAH FP inh -3, GSTO1 inh 2, PAFAH1B3 FP inh -1, LYPLA2 counter 1, PAFAH2 inh 4 and PAD4 inh 3.
Cn1c(=O)[nH]c(=O)c2c1nc(SCC(N)=O)n2Cc1cccc(Br)c1 was read as LYPLA1 counter 2, PREPL inh 3, PAFAH1B2 inh 3, pPAFAH FP inh 2, GSTO1 inh 9, PAFAH1B3 FP inh 2, LYPLA2 counter 6, PAFAH2 inh -4 and PAD4 inh 0.
Screening Cn1c(C(=O)NC2CCCCC2)cc2c(=O)n3ccccc3nc21 returned LYPLA1 counter 0, PREPL inh 4, PAFAH1B2 inh 0, pPAFAH FP inh -4, GSTO1 inh 2, PAFAH1B3 FP inh 3, LYPLA2 counter -2, PAFAH2 inh 7 and PAD4 inh -1.
`O=C(NCc1ccco1)c1ccc(-c2cccc(Cl)c2)o1` gave LYPLA1 counter 2, PREPL inh -16, PAFAH1B2 inh 1, pPAFAH FP inh 4, GSTO1 inh -4, PAFAH1B3 FP inh 17, LYPLA2 counter 5, PAFAH2 inh -1 and PAD4 inh -2.
O=C(CCCCCN1C(=O)CCC1=O)Nc1ccc2c(c1)OCCO2 was read as LYPLA1 counter 0, PREPL inh 9, PAFAH1B2 inh 3, pPAFAH FP inh 3, GSTO1 inh -4, PAFAH1B3 FP inh 7, LYPLA2 counter -2, PAFAH2 inh 3 and PAD4 inh -7.
For O=C(NC1CCCCC1)C(c1ccccc1F)N(C(=O)c1csnn1)C1CCCC1 (centres undefined) the results were LYPLA1 counter 4, PREPL inh 12, PAFAH1B2 inh 1, pPAFAH FP inh 4, GSTO1 inh -4, PAFAH1B3 FP inh 2, LYPLA2 counter 4, PAFAH2 inh -1 and PAD4 inh -1.
`CCc1ccc(NS(=O)(=O)c2cccc3nsnc23)cc1` gave LYPLA1 counter 0, PREPL inh 0, PAFAH1B2 inh -1, pPAFAH FP inh 23, GSTO1 inh 6, PAFAH1B3 FP inh -1, LYPLA2 counter 3, PAFAH2 inh -1 and PAD4 inh -1.
For CCOc1ccc(C(=O)NCC(=O)OCc2cc([N+](=O)[O-])cc3c2OCOC3)cc1OCC the results were LYPLA1 counter -7, PREPL inh 4, PAFAH1B2 inh 3, pPAFAH FP inh -3, GSTO1 inh -1, PAFAH1B3 FP inh 10, LYPLA2 counter -7, PAFAH2 inh 3 and PAD4 inh 0.
Screening CCNC(=S)NNC(=O)c1cc(-c2cccc(OCC)c2)nc2ccccc12 returned LYPLA1 counter -1, PREPL inh 0, PAFAH1B2 inh 6, pPAFAH FP inh 16, GSTO1 inh -12, PAFAH1B3 FP inh -2, LYPLA2 counter 2, PAFAH2 inh 0 and PAD4 inh 8.
For Cc1ccc(-c2noc(CN(C)C(=O)c3ccoc3C)n2)cc1 the results were LYPLA1 counter -5, PREPL inh 4, PAFAH1B2 inh 5, pPAFAH FP inh 11, GSTO1 inh -1, PAFAH1B3 FP inh 5, LYPLA2 counter -2, PAFAH2 inh 9 and PAD4 inh -2.
CC(=O)NC(CCS(C)(=O)=O)C(=O)Nc1cc(Cl)ccc1Cl (centres undefined) was read as LYPLA1 counter 3, PREPL inh 1, PAFAH1B2 inh 1, pPAFAH FP inh 0, GSTO1 inh 6, PAFAH1B3 FP inh -7, LYPLA2 counter 4, PAFAH2 inh -3 and PAD4 inh 1.
Screening CCCCn1c(N)c(N(C)C(=O)c2ccc(OCC3CCCO3)cc2)c(=O)[nH]c1=O (centres undefined) returned LYPLA1 counter -2, PREPL inh 6, PAFAH1B2 inh 7, pPAFAH FP inh 0, PAFAH1B3 FP inh 6, LYPLA2 counter -2, PAFAH2 inh -6 and PAD4 inh 1.
COc1ccc(OC)c(N(CC(=O)NCCSCc2ccco2)S(=O)(=O)c2ccccc2)c1 was read as LYPLA1 counter 4, PREPL inh 0, PAFAH1B2 inh -2, pPAFAH FP inh 3, GSTO1 inh 0, PAFAH1B3 FP inh 3, LYPLA2 counter -2, PAFAH2 inh -2 and PAD4 inh 3.
COc1ccccc1CC(=O)OC(C)C(=O)Nc1ccc(S(=O)(=O)N2CCCCC2)cc1 (centres undefined) was read as LYPLA1 counter 0, PREPL inh 12, PAFAH1B2 inh 3, pPAFAH FP inh -4, PAFAH1B3 FP inh 2, LYPLA2 counter -1, PAFAH2 inh 1 and PAD4 inh 0.
Screening CC1(C)C[C@H](O)[C@@]23C[C@@H](OC2=O)[C@]2(C)C(=CCC4[C@@]5(C)CC[C@H](O)C(C)(C)C5CC[C@]42C)[C@@H]3C1 (some centres undefined) returned LYPLA1 counter -1, PREPL inh 7, pPAFAH FP inh -1, GSTO1 inh -6, LYPLA2 counter 5 and PAD4 inh -5.
`CCOc1ccccc1CNC(=O)C1CCN(c2nc3ccccc3o2)CC1` gave LYPLA1 counter 1, PREPL inh 3, PAFAH1B2 inh 0, pPAFAH FP inh 3, GSTO1 inh 4, PAFAH1B3 FP inh -1, LYPLA2 counter -1, PAFAH2 inh 9 and PAD4 inh 2.
For Cc1ccc(CNC(=O)CCc2c(C)nc3ncnn3c2C)cc1 the results were LYPLA1 counter -2, PREPL inh -4, PAFAH1B2 inh 1, pPAFAH FP inh 2, GSTO1 inh 4, PAFAH1B3 FP inh 0, LYPLA2 counter 2, PAFAH2 inh -9 and PAD4 inh 1.
Screening O=C(Nc1ccc2ccccc2n1)c1ccc(Cl)cc1 returned LYPLA1 counter -8, PREPL inh -1, PAFAH1B2 inh 4, pPAFAH FP inh -5, GSTO1 inh 6, PAFAH1B3 FP inh 3, LYPLA2 counter -9, PAFAH2 inh -1 and PAD4 inh 5.

In the list so far, these have an aryl thioether with sulfur outside any ring.
`CCSc1nnc(-c2cnn(-c3ccccc3)c2-n2cccc2)n1C` gave LYPLA1 counter 0, PREPL inh -9, PAFAH1B2 inh 6, pPAFAH FP inh -2, GSTO1 inh 6, PAFAH1B3 FP inh 14, LYPLA2 counter 7, PAFAH2 inh -2 and PAD4 inh -2.
Cn1c(=O)[nH]c(=O)c2c1nc(SCC(N)=O)n2Cc1cccc(Br)c1 was read as LYPLA1 counter 2, PREPL inh 3, PAFAH1B2 inh 3, pPAFAH FP inh 2, GSTO1 inh 9, PAFAH1B3 FP inh 2, LYPLA2 counter 6, PAFAH2 inh -4 and PAD4 inh 0.

(further entries)
For C/C(CC(=O)Nc1ccccc1F)=N\NC(=O)Cc1ccc(Cl)cc1 the results were LYPLA1 counter 0, PREPL inh -14, PAFAH1B2 inh 5, pPAFAH FP inh 9, GSTO1 inh 13, PAFAH1B3 FP inh 1, LYPLA2 counter -6, PAFAH2 inh 4 and PAD4 inh -1.
Screening CN(Cc1nccs1)C(=O)c1cc(COc2cccc3cnccc23)on1 returned LYPLA1 counter -3, PREPL inh 5, PAFAH1B2 inh 1, pPAFAH FP inh 4, GSTO1 inh 2, PAFAH1B3 FP inh 6, LYPLA2 counter 5, PAFAH2 inh 5 and PAD4 inh 5.
`Nc1c(C(=O)Nc2ccccc2F)sc2nc(Cc3ccccc3)cc(C(F)(F)F)c12` gave LYPLA1 counter -3, PREPL inh -2, PAFAH1B2 inh 4, pPAFAH FP inh -4, GSTO1 inh 0, PAFAH1B3 FP inh -3, LYPLA2 counter 0, PAFAH2 inh -12 and PAD4 inh 5.
COC(=O)CCC(=O)OC1(C)C(=O)C=C2C=C(C3CC3)N(C(CO)CO)C=C2C1=O (centres undefined) was read as LYPLA1 counter -2, PREPL inh 3, PAFAH1B2 inh 4, pPAFAH FP inh 7, GSTO1 inh 23, PAFAH1B3 FP inh -2, LYPLA2 counter -1, PAFAH2 inh 7 and PAD4 inh -5.
O=C(COC(=O)c1cccc(Br)c1)NCc1ccco1 was read as PREPL inh 1, PAFAH1B2 inh 11, pPAFAH FP inh 23, PAFAH1B3 FP inh 7, PAFAH2 inh 26 and PAD4 inh 0.
